Assay outcomes: PubChem, National Center for Advancing Translational Sciences (NCATS)
PNC inhibitor: inhibitors of perinucleolar compartment assembly. PC3M PTB-GFP, PNC prevalence imaging, 16 h; active compounds read low. AID 2417. activity change (PNC), negative = inhibition, % at 10 µM. 140,000 tested, 3.1% active;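 active = readout at or below -70, meaning at least 70% loss of cells showing the perinucleolar compartment, a nuclear body marking cancer cells; inconclusive = readout between -30 and a set limit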;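 also: plate controls were DMSO wells for no effect and camptothecin positive control wells for full effect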
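PC3M cells stably expressing PTB-GFP, 750–1000 cells/well, treated 16 h at 37 °C with compound (23 nl of library stock), in duplicate. After paraformaldehyde fixation and Hoechst stain, imaged at 20x; PNC prevalence scored by image analysis.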
ALOX15B inhib: blocks human 15-lipoxygenase 2 activity | O15296 | purified 15hLO-2, xylenol orange hydroperoxide absorbance | Potency, µM (titrated, usually from 57.1 µM), without a hit: top-dose activity change, negative = inhibition, hits mostly inhibitors | 110,000 tested, 0.56% active | AID 881; also: potency is read from the fitted curve at half-maximal effect; nearly all actives have a fitted effect of over 60% in size; many of its hits are not listed in these tables
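Screening format was qHTS against 50 nM purified 15hLO-2 in Hepes pH 7.5 with detergent. Activity follows hydroperoxide formation from 45 uM arachidonic acid, measured as 573:405 nm absorbance ratio of the ferric-xylenol orange complex.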
IMPase cell inh: membrane-permeable compound that blocks inositol monophosphatase; CHO-M1 cells, IP1 accumulation, HTRF TR-FRET ratio; inhibition (IP1 accumulation), % at 46.1 µM; 120,000 tested, under 10 active; AID 901; active = well fitted curve in the direction sought with a large enough effect in the signal ratio, not every such curve was filed as active; inconclusive = small, poorly fitted or top-dose-only effect, or a change in a side signal; inactive = no such curve, though single readings can be large or run the other way; the % refers to the signal ratio;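 also: cells stimulated with carbachol in lithium chloride buffer; plate controls were DMSO basal wells for no effect and reference inhibitor wells for full effect; higher means more IMPase inhibition seen as more IP1 and lower FRET ratio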
Target sequence (P97697 whole entry, looked up): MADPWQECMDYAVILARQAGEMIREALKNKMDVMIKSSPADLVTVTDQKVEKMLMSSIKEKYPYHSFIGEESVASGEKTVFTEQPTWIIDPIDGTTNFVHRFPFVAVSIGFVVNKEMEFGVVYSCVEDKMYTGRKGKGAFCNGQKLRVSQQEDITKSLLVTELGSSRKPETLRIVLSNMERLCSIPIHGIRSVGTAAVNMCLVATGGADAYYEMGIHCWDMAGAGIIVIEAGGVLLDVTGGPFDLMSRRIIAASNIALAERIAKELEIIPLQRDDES
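Measured: the HTRF emission ratio (665/620 nm) plus the 620 nm donor channel, each fitted to the Hill equation to give AC50. Cells were CHO-M1 given compounds up to 46 uM and a 30 min carbachol stimulation at 37C.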
ALOX12 inhib: inhibitors of human 12-lipoxygenase (ALOX12); AID 1452; 150,000 tested, 0.12% active; Potency, µM (highest dose often 57.1 µM), without a hit: at the highest dose activity change, negative = inhibition, usual class: inhibitors; P18054; purified 12-hLO, xylenol orange hydroperoxide absorbance; also: potency is read from the fitted curve at half-maximal effect; nearly all actives have a fitted effect of over 55% in size; many of its hits are not listed in these tables
Target sequence (P18054 whole entry, looked up): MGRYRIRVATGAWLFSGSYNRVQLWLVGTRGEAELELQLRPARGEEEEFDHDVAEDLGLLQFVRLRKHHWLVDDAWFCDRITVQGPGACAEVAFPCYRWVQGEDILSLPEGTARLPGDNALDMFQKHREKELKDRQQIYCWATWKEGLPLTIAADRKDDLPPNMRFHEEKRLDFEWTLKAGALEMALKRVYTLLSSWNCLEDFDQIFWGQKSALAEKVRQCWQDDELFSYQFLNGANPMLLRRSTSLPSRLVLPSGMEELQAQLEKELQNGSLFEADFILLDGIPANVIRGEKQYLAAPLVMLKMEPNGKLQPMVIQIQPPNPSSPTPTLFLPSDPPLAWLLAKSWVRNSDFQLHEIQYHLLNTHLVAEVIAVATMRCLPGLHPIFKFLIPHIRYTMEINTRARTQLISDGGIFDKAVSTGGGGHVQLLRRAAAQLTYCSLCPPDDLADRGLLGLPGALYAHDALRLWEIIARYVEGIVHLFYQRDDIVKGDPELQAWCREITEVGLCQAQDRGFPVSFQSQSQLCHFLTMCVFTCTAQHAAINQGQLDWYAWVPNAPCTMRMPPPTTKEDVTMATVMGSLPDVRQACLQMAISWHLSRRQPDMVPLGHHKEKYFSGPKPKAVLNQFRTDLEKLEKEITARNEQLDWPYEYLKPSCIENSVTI
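Hydroperoxide output read as Fe(III)-xylenol orange absorbance, 573-to-405 nm ratio, after 30 min reaction with 40 uM arachidonic acid. Enzyme: 150 nM purified human 12hLO, 15 min compound preincubation; 25 mM Hepes pH 7.0, room temperature.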
Starred values were filed as active, the others as inactive; u = inconclusive; x = no result given; [ ] = dose if it differs, or a comment. Unless noted, calls follow the shape of the dose curve; as a rule, active = well fitted curve in the direction sought with a large enough effect; inconclusive = small, poorly fitted or top-dose-only effect, or another doubt; inactive = no such curve, though single readings can be large; an effect the other way counts as inactive or inconclusive. Unless noted, % is scaled to controls: 0 for no effect and ±100 for the full control effect. This is a subset. The share of hits here may be higher or lower than overall.

Values run as follows: PNC inhibitor | ALOX15B inhib | IMPase cell inh | ALOX12 inhib
O=C(CSCc1ccc(Cl)cc1)NN=C1CCCCCC1
  -93* | x | x | -2%
Cn1nc(C(=O)Nc2sccc2C(N)=O)ccc1=O
  -12 | -7% | 0 | -3%
CCN1CCN(C(=O)c2ccc(Sc3ccccc3Cl)c([N+](=O)[O-])c2)CC1
  104 | x | 3 | 3%
O=C(CN1CCN(CCC(=O)Nc2ccccc2F)CC1)Nc1ccc(Cl)cc1
  3 | 36%[activator] | 0 | 2%
Cc1cccc(OCCCC(=O)NC(C)C)c1
  -80* | 2% | 4 | -3%
NC(=O)C[C@H]1NC(=O)[C@H](CCC(=O)O)NC(=O)c2cc([N+](=O)[O-])cc(I)c2NCCC[C@@H](C(N)=O)NC1=O
  36 | x | x | -6%
O=C(NC1CCCC1)C(c1ccccn1)N(C(=O)c1csnn1)C1CC1 (stereo not given)
  u | -5% | 2 | 1%
CCCCOC(=O)Nc1ccc(S(=O)(=O)Nc2nc(C)cc(C)n2)cc1
  -25 | 7% | 6 | 0%
COC(=O)C12CCC3(SCCS3)C(C(=O)OC)(CCC13SCCS3)C2
  6 | x | x | 3%
O=C(Nn1cnnc1)c1ccccc1-c1ccccc1
  -29 | 3%[2.29 µM] | -3 | 5%
Cc1cc(-c2nnc(SCC(=O)c3ccc(F)cc3)o2)no1
  u | x | x | -4%
CCOC(=O)/C=c1\s/c(=C\c2c(OC)ccc3ccccc23)c(=O)n1CC(=O)NCC1CCCO1 (stereo not given)
  5 | -13% | 1 | -1%
O=C(CCn1cccc1)NCCc1ccc(Cl)cc1
  -18 | 2% | -5 | -5%
CC(=O)Nc1cccc(Oc2nc(C)cc(C)c2C#N)c1
  -22 | -5% | 1 | 4%
COc1ccc(N2CCN(C(=O)Cc3nn(C)c(=O)c4ccccc34)CC2)cc1
  14 | -5% | 5 | -6%
COc1ccc(NC(=O)CCC(=O)c2cccs2)cc1S(=O)(=O)Nc1ccc(Cl)cc1
  u | x | 6 | -18%
CC(OC(=O)C1=COCCO1)C(=O)Nc1ccc(Oc2ccccc2)cc1 (stereo not given)
  5 | -1% | -5 | -7%
CCOC(=O)c1[nH]c(C)c(C(=O)N(C)Cc2ccccc2)c1C
  16 | -3% | 5 | -2%
Cc1cc(C)n(-c2ccc(C(=O)OCn3nnc4ccccc4c3=O)cc2)n1
  -12 | 2% | -6 | -3%
O=C(Nc1nnc(COc2ccccc2)s1)c1ccco1
  28 | -8% | -25 | -7%
CCN(CC)CCNC(CC(=O)Nc1ccc(Cl)cc1Cl)C(=O)O (stereo not given)
  -26 | x | 6 | -7%
COc1ccc2oc(-c3ccc(C)c(NC(=O)CSc4ccc(Cl)cc4)c3)nc2c1
  23 | -29% | -3 | -4%
Cc1[nH]nc(SCC(=O)N2CCCCC2)c1[N+](=O)[O-]
  27 | 13% | 3 | -6%
CCOc1ccccc1N(CC(=O)Nc1ccc(C)cc1)S(C)(=O)=O
  -19 | 4% | -6 | -5%
CCOC(=O)N1CC=C2C(C#N)=C(N)C(C#N)(C#N)[C@H](c3ccccc3OCC)[C@H]2C1
  26 | 2% | 6 | 6%
Cc1ccccc1C(=O)N1CCC(C(=O)O)CC1
  46 | 4% | 3 | -2%
CCOC(=O)c1ccc(CNCc2ccc(Br)cc2)cc1
  9 | x | x | 0%
CN1CCN(C2=C(Cl)C(=O)N(c3cccc(Cl)c3)C2=O)CC1
  30 | 13% | 6 | -1%
CCSC1=C(C#N)C(c2ccccc2OC)CC(=O)N1 (stereo not given)
  -19 | x | -8 | 0%
CN(C)/C=C1/N=C(c2ccccc2)OC1=O
  -25 | -3% | 4 | -1%
CC(C)[C@H](NS(=O)(=O)c1ccc2c(c1)OCCO2)C(=O)OCC(=O)Nc1cc(Cl)ccc1Cl
  -6 | x | x | -1%
OC(Cn1cncn1)(c1ccccc1)c1ccccc1
  -22 | 1% | 2 | 4%
CC[C@@H](C)[C@H]1O[C@]2(CC[C@@H]1C)C[C@@H]1C[C@H](C/C=C(/C)[C@H](O[C@@H]3C[C@H](OC)[C@H](O[C@@H]4C[C@H](OC)[C@@H](O)[C@H](C)O4)[C@H](C)O3)[C@@H](C)/C=C\C=C3CO[C@@H]4[C@H](O)C(C)=C[C@@H](C(=O)O1)[C@]34O)O2 (tested in a mixture with another compound)
  x | 13% | -3 | -5%
Cn1c(N)c(C(=O)c2ccc(F)cc2F)c(=O)n(C)c1=O
  -13 | x | -3 | 1%
N#Cc1nc(COc2ccc(Br)cc2)oc1NCCCn1ccnc1
  u | 41%[activator] | 5 | -3%
CC(C)CCNC(=O)C1CCCN1C(=O)NC1CCCCC1 (stereo not given)
  -22 | x | 5 | -1%
COc1ccc(Nc2nccc3c2nnn3C)cc1
  -6 | 7% | 3 | -2%
CCCc1cc(C(=O)Nc2cc(C)nn2-c2ccccc2)no1
  20 | -3% | 2 | 0%
O=C1C2C3CC(C(Br)C3Br)C2C(=O)N1c1ccccn1 (stereo not given)
  40 | x | -5 | -1%
Cc1nc(NC(C)c2ccccc2)c2oc3ccccc3c2n1 (stereo not given)
  -30 | 43%[activator] | 5 | -2%
Cc1ccc2oc(-c3ccc(NC(=O)CC(C)C)cc3)nc2c1
  u | -1% | -15 | 0%
N#CCn1c(C2CCCCC2)nc2ccccc2c1=O
  u | 6% | -3 | 8%
Cc1cnc(NC(=O)CN2CCN(c3ccccn3)CC2)s1
  32 | 1% | -7 | -1%
COC(=O)C(NC(C)=O)(Nc1nc2c(C)cc(C)cc2s1)C(F)(F)F (stereo not given)
  22 | 1% | 3 | -4%
CCCC(=Nc1ccccc1OC)C1=C(O)CC(c2ccccc2)CC1=O (stereo not given)
  15 | x | x | -6%
CCNC(=S)NNC(=O)c1csc2c1CCCC2
  17 | -10% | 5 | -12%
CNC(=O)CCC(=O)Nc1ccc(C(=O)OC)cc1
  1 | 1% | 5 | 1%
O=C(NCc1cccnc1)c1cccc(C(F)(F)F)c1
  -94* | -12%[11.4 µM] | 7[1.84 µM] | 8%
CCCC(=O)Nc1nc(-c2ccc3c(c2)CCN3S(C)(=O)=O)cs1
  32 | x | 4 | 0%
CC1(C)Cc2noc(N)c2C(C)(C)N1OC(=O)c1scc2c1OCCO2
  -1 | -7% | -7 | -3%
O=C(Cn1[nH]c(=O)c2ccccc2c1=O)Nc1cccc(-c2nnc3n2CCCCC3)c1
  1 | 5% | 5 | 0%
COC(=O)c1sccc1NC(=O)CN(C)NS(=O)(=O)c1ccc(Cl)cc1
  26 | x | 8 | 12%
N#CC(C#SN)=C1CCCCC1
  30 | -11% | -6 | -10%
Cc1ccc(S(=O)(=O)CC(=O)NC2CC2)cc1
  24 | -1% | 3 | 3%
COc1cccc(-n2nc(C(C)=O)c(C#N)c2-c2ccco2)c1
  19 | x | x | -1%
CCn1c(SCC(=O)c2cccs2)nnc1-c1ccco1
  u | 6% | 3 | -3%
Cc1ccc(NC(=O)c2cc(-c3cccs3)on2)cc1
  2 | -7% | -5 | 1%
COCCCNC(=S)NC1CC2CCCC(C1)N2Cc1ccco1 (stereo not given)
  -21 | 4%[11.4 µM] | -4[1.84 µM] | -2%
O=C(NC(=S)Nc1ccc(CN2CCOCC2)cc1)c1cccc([N+](=O)[O-])c1
  -100* | x | x | -3%
CC(C)(C)OCC1CO1 (stereo not given)
  x | 4% | x | -1%

Of the compounds above, these have a CF3 group.
Values run as follows: PNC inhibitor | ALOX15B inhib | IMPase cell inh | ALOX12 inhib
COC(=O)C(NC(C)=O)(Nc1nc2c(C)cc(C)cc2s1)C(F)(F)F (stereo not given)
  22 | 1% | 3 | -4%
O=C(NCc1cccnc1)c1cccc(C(F)(F)F)c1
  -94* | -12%[11.4 µM] | 7[1.84 µM] | 8%

The list continues.
Values run as follows: PNC inhibitor | ALOX15B inhib | IMPase cell inh | ALOX12 inhib
C/C(=N\Nc1ccc(C(=O)O)cc1)c1nc2ccccc2n1C
  -14 | x | -11 | -2%
OC(COc1c(Cl)cc(Cl)cc1Cl)CN1CCCCC1 (stereo not given)
  33 | 5% | 1 | -9%
CCc1ccc(C2CC(c3ccco3)=NN2S(C)(=O)=O)cc1 (stereo not given)
  41 | -8% | 6 | -2%
O=C1CC[C@@]23CCCN2C(=O)CCCC3C1 (stereo not given in full)
  x | -10%[0.0915 µM] | x | -1%[0.00818 µM]
Cc1cnc(NC(=O)CSc2ncn(-c3ccccc3)n2)s1
  34 | x | -8 | 12%
O=C(O)C1CCCCC1C(=O)OCCCCOC(=O)C1CCCCC1C(=O)O (stereo not given)
  6 | -2% | -3 | 0%
COc1ccccc1OCc1ccc(C(=O)N2N=C(C(F)F)CC2(O)C(F)F)o1 (stereo not given)
  24 | -8% | -5 | 3%
O=C(Nc1ccc2oc(-c3cccnc3)nc2c1)c1ccco1
  9 | -11% | -3 | 3%
CN(C)S(=O)(=O)c1ccc(N2CCCC2)c(C(=O)Nc2ccc(N3CCOCC3)cc2)c1
  u | -4% | -2 | 6%
COc1cc(NS(=O)(=O)c2ccc(NC(=O)COc3ccccc3C)cc2)nc(OC)n1
  31 | -23% | 7 | -6%
N#Cc1cccnc1Nc1cccc(Cl)c1
  u | x | x | 3%
N[C@@H]1C=CC=C(C(=O)O)C1
  x | -4% | 1 | -1%
CCCC1(C(=O)OCC)NC(c2ccc(OC)cc2OC)C2C(=O)N(c3ccc4c(c3)OCCO4)C(=O)C21 (stereo not given)
  403 | x | -2 | 2%
CCOc1ccc(NC(=O)COc2ccc(C(=O)NCCc3ccccc3)cc2)cc1
  -105* | x | -7 | -2%
CCCCn1c(SCC(=O)N2CCC(C(=O)OCC)CC2)nc2cc(S(N)(=O)=O)ccc21
  -100* | x | 1 | 5%
C#CCCCCCCCCCCCC(O)CC(O)CO (stereo not given)
  x | -7% | x | -2%
O=C(NCCCn1ccnc1)C(=O)NCC1OCCN1S(=O)(=O)c1ccc(Cl)cc1 (stereo not given)
  42 | x | x | 0%
CO/N=C/NC(=O)c1c(OC)ccnc1Oc1ccc(F)cc1
  -23 | -1% | 3 | -2%
CCOC(=O)c1ccc(Cn2cnc3ccccc3c2=O)cc1
  -12 | 0% | 7 | 0%
O=C(CN1C(=O)/C(=C\c2ccc(C(F)(F)F)cc2)Sc2ccccc21)NCc1ccco1
  38 | x | x | 0%
CC1(C)CC(=O)C2=C(C1)Nc1[nH]n(-c3ccccc3)c(=O)c1C2c1ccc2c(c1)OCO2 (stereo not given)
  -17 | -3% | 5 | -16%
O=C(O)c1cccc(N/N=C/c2sc(N3CCOCC3)nc2-c2ccccc2)c1
  -22 | x | x | -16%
NS(=O)(=O)c1ccc(CCNC(=S)Nc2ccc(S(N)(=O)=O)cc2)cc1
  75 | x | x | 0%
Cc1nc2cc(-c3cccc(F)c3)nn2c(N2CCN(C(=O)c3ccco3)CC2)c1C
  u | 17% | 13 | -7%
C=CCn1c(=N)c(C(=O)NCCCOC)cc2c(=O)n3cc(C)ccc3nc21
  9 | -14% | -4 | -8%
Cc1ccccc1C(=O)NC1CC(C)(C)NC(C)(C)C1
  -4 | 2% | 15 | 0%
O=C(CN1C(=O)c2ccccc2C1=O)NNC1=NS(=O)(=O)c2ccccc21
  -12 | x | x | 1%
c1ccc2c(-n3cccn3)cccc2c1
  16 | 3% | 3 | -2%
Cc1oc(-c2ccc(Cl)cc2)nc1CN1CCC(C(=O)NCc2cccnc2)CC1
  33 | 35%[activator] | 0 | 6%
COC(=O)c1cc(OC)c(OC)cc1NC(=O)C1CCC(=O)N1S(=O)(=O)c1ccc(C)cc1 (stereo not given)
  -24 | 6% | 15 | -1%
COc1ccc(CC(=O)OCC(=O)Nc2c(C)n(C)n(-c3ccccc3)c2=O)cc1
  u | 2% | 0 | 4%
CCNC(=O)CN(c1ccc(Cl)cc1)S(=O)(=O)c1ccccc1
  u | 4% | 1 | 4%
Cc1cc2cc(CNC(=O)CC(C)C)ccc2n1C
  35 | -6% | 2 | 1%
O=C(CSc1nc2c(sc3ccccc32)c(=O)n1Cc1ccco1)NCC1CCCO1 (stereo not given)
  -89* | -20% | -5 | 2%
